T cruzi growth: T. cruzi intracellular proliferation inhibitors, primary screen, cell-based, beta-gal Tulahuen parasites, NIH3T3 host, luminescence. inhibition, % at 8.34 µM. hit rate 5.9% among 77,000. T. cruzi beta-gal in NIH3T3, GalScreen luminescence, 90 h;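 active = mean inhibition above about 93%, with at least 55% of replicates each passing it, limit read from the data, passing the limit was not always enough; inconclusive = only one of those two conditions holds; inactive = neither condition holds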
C diff growth: C. difficile growth inhibitors, primary screen, HTS; hit rate 0.25% among 86,000; Clostridium difficile clinical isolate growth, OD600, 24 h; active compounds read low; AID 1259249, 2017; growth activity, negative = inhibition, % at 16 µg/mL (by protocol);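 active = mean growth activity at or below -80% and every replicate also at or below -80%; inconclusive = mean at or below -80% but some replicate above -80%; inactive = mean growth activity above -80%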;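 note: 0% = DMSO wells and -100% = levofloxacin 16 µg/mL wells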
Pf Dd2 inh: P. falciparum Dd2 growth inhibitors, primary screen, SYBR Green fluorescence, single dose replicates. activity change, % at 10 µM. AID 1159554, 2015. 72 h; active compounds read low. hit rate 2.3% among 94,000; in the data active = activity change below about -80%; inconclusive = no clear call, values can overlap the other calls
KDM4C inh: inhibitors of GASC-1 (KDM4C) histone demethylase, primary screen, biochemical, single concentration HTS; Lysine-specific demethylase 4C (Homo sapiens), Q9H3R0; GST-KDM4C 2-372, H3K9me3 peptide, LANCE TR-FRET; inhibition, % at 12.5 µM; hit rate 0.15% among 96,000; AID 720574, 2013;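 active = mean replicate inhibition above about 25%, with at least 55% of replicates also reaching it, limit read from the data, passing the limit was not always enough; inconclusive = only one of those two conditions met; inactive = neither condition met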
Target sequence (Q9H3R0 2-372 limits assumed): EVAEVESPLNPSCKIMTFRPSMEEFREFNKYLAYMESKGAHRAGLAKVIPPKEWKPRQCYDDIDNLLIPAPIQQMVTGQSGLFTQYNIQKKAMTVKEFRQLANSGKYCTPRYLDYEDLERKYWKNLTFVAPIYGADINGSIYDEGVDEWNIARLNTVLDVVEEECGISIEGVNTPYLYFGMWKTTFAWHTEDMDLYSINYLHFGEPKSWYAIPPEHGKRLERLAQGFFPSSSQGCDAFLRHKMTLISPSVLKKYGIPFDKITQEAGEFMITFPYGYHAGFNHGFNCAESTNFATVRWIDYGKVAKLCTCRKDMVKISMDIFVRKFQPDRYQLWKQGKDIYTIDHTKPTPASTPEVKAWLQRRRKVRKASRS
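Test system – GST-tagged GASC-1 (JMJD2C) catalytic fragment, aa 2-372 · Medium – HEPES buffer, pH 7.5, plus ascorbate · Reagent – H3K9me3 peptide with Fe(II)/2OG · Compound – one test concentration per compound · Timing – 30 min reaction, 60 min detection, RT · Technique – TR-FRET with Eu antibody and ULight streptavidin, EDTA stop · Read-out basis – inhibition from TR-FRET ratio decrease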
* = called active by the depositor; ? = inconclusive; nt = not tested or not shown; & = joins results of further samples.

SMILES	T cruzi growth	C diff growth	Pf Dd2 inh	KDM4C inh
COc1ccc2c3c(n(C)c2c1)[C@H](CO)N(C(=O)Nc1c(C)noc1C)CC31CN(CC2CC2)C1	nt	3	-8	0.9
Cc1ccc(S(=O)(=O)Nc2ccc3c(c2)C(=O)N([C@@H](C)CO)C[C@H](C)[C@H](CN(C)S(=O)(=O)c2ccc(C)cc2)OCCCC[C@H](C)O3)cc1	104*	nt	-68	6.5
Cn1cnc(CCNC(=O)C[C@H]2CC[C@@H]3[C@H](COC[C@H](O)CN3C(=O)C3CCCC3)O2)c1	-21	-3&-7	28	-1.1
C[C@H](CO)N1C[C@H](C)[C@@H](CN(C)Cc2ccccc2)OCCCC[C@H](C)Oc2ccc(NC(=O)Nc3ccc(C(F)(F)F)cc3)cc2C1=O	82	20	-39	-1.4
O=C(N[C@H]1CC[C@@H](CC(=O)N2CCN(c3ccccc3)CC2)O[C@H]1CO)c1ccncc1	-34	0	24	0.4
C[C@@H]1CN([C@H](C)CO)C(=O)CCCn2nncc2CO[C@H]1CN(C)Cc1ccc2c(c1)OCCN2C	25&-171	-3&-4	2&11	3.0
N#C[C@@H]1[C@@H](c2ccc(C3=CCCCC3)cc2)[C@H](CO)N1C(=O)NC1CCCCC1	98*	0	-28	-0.8
C[C@H]1CN([C@@H](C)CO)C(=O)Cc2cc(NS(=O)(=O)c3cn(C)cn3)ccc2O[C@@H]1CN(C)Cc1ccc(C(F)(F)F)cc1	3	0	31	-0.8
CN(C)CCCNC(=O)C[C@@H]1CC[C@H](NS(=O)(=O)c2ccccc2)[C@@H](CO)O1	22	1	14	2.4
C[C@H](CO)N1C[C@H](C)[C@@H](CN(C)S(=O)(=O)c2cn(C)cn2)Oc2ccc(NC(=O)Nc3ccc4c(c3)OCO4)cc2C1=O	-19	0	-8	1.5
C[C@@H]1CN([C@H](C)CO)C(=O)c2cc(C3=CCCCC3)cnc2O[C@H]1CN(C)Cc1cccnc1	1	0	2	-0.4
O=C(C[C@H]1C[C@H]2c3cc(NC(=O)c4ccc5c(c4)OCO5)ccc3O[C@H]2[C@H](CO)O1)NCC1CC1	16	2	17	-1.6
Cc1noc(C)c1NC(=O)N(C)C[C@@H]1Oc2ccc(NC(=O)Nc3ccc(F)cc3)cc2C(=O)N([C@@H](C)CO)C[C@@H]1C	-4	-1	13	4.7
COc1ccc(NC(=O)N2[C@@H]3CNC[C@H]2C3c2ccc(-c3ccccc3C)cc2)cc1 (some centres not stated)	nt	39&60	4&20	-0.4&9.6
CCC(=O)N1CC2(CN(Cc3ccc(OC)cc3)C2)c2c(n(C)c3cc(OC)ccc23)[C@H]1CO	nt	-15	-38	-0.1
COCC(=O)Nc1ccc2c(c1)[C@H]1C[C@@H](CC(=O)NCc3ccncc3)O[C@H](CO)[C@H]1O2	44	-3	1	2.9
COCC(=O)N1C[C@@H]2[C@H](c3ccccc31)[C@@H](CO)N2C(=O)C1CCOCC1	2	9	5	1.4
CCC(=O)NC[C@H]1[C@H](c2ccc(-c3cccc(F)c3)cc2)[C@@H](CO)N1C(=O)CC	84	-11	4	1.6
CCCNC(=O)N(C)C[C@@H]1Oc2cc(C#CCOC)ccc2S(=O)(=O)N([C@H](C)CO)C[C@H]1C	-59	3	6	1.3
Cc1ccc(S(=O)(=O)N2C[C@H](O)COC[C@H]3O[C@H](CC(=O)N[C@@H]4CCN(Cc5ccccc5)C4)CC[C@@H]32)cc1	19	nt	-17	0.1

Filtered by structure: those above containing an aryl methoxy group (3)
SMILES	T cruzi growth	C diff growth	Pf Dd2 inh	KDM4C inh
COc1ccc2c3c(n(C)c2c1)[C@H](CO)N(C(=O)Nc1c(C)noc1C)CC31CN(CC2CC2)C1	nt	3	-8	0.9
COc1ccc(NC(=O)N2[C@@H]3CNC[C@H]2C3c2ccc(-c3ccccc3C)cc2)cc1 (some centres not stated)	nt	39&60	4&20	-0.4&9.6
CCC(=O)N1CC2(CN(Cc3ccc(OC)cc3)C2)c2c(n(C)c3cc(OC)ccc23)[C@H]1CO	nt	-15	-38	-0.1

Next part.
SMILES	T cruzi growth	C diff growth	Pf Dd2 inh	KDM4C inh
Cc1noc(C)c1S(=O)(=O)Nc1ccc2c(c1)CC(=O)N([C@@H](C)CO)C[C@H](C)[C@@H](CN(C)C(=O)NC1CCCCC1)O2	-2	-3	20	-0.4
C[C@H](CO)N1C[C@H](C)[C@H](CN(C)Cc2ccc(C(=O)Nc3ccccc3N)cc2)Oc2c(NS(=O)(=O)c3cn(C)cn3)cccc2C1=O	nt	2	26	3.6
CO[C@H]1CN(C)C(=O)c2cc(NC(=O)NC(C)C)ccc2OC[C@H](C)N(C(=O)NC(C)C)C[C@H]1C	-15	7	nt	1.3
CO[C@@H]1CN(C)C(=O)c2ccc(NC(=O)Nc3ccc4c(c3)OCO4)cc2OC[C@@H](C)NC[C@@H]1C	39	-3	47	3.8
CC(C)NC(=O)N(C)C[C@H]1Oc2ccc(NS(=O)(=O)c3ccccc3)cc2CC(=O)N([C@@H](C)CO)C[C@H]1C	36	5	-1	6.2
C[C@H](CO)N1C[C@H](C)[C@H](CN(C)C(=O)NC2CCCCC2)Oc2ccc(NC(=O)Cn3cnnn3)cc2C1=O	43	-1	1	0.1
CCCNC(=O)N(C)C[C@H]1Oc2ncc(-c3ccc(F)cc3)cc2C(=O)N([C@@H](C)CO)C[C@H]1C	nt	8	-14	-4.0
COc1ccc(S(=O)(=O)N(C)C[C@H]2Oc3ccc(NC(=O)CCC(F)(F)F)cc3C(=O)N([C@H](C)CO)C[C@H]2C)cc1	nt	-1	6	-0.5
C[C@@H]1CN([C@H](C)CO)C(=O)Cc2cc(NC(=O)Nc3ccc(F)cc3)ccc2O[C@H]1CN(C)C(=O)NC1CCCCC1	5	-5	-5	0.9
COc1ccc(S(=O)(=O)Nc2ccc3c(c2)C(=O)N([C@H](C)CO)C[C@H](C)[C@@H](CN(C)Cc2ccc(Cl)c(Cl)c2)OCCCC[C@@H](C)O3)cc1	nt	13	-90*	-0.5
COc1ccc(S(=O)(=O)Nc2ccc3c(c2)C(=O)N([C@H](C)CO)C[C@@H](C)[C@H](CN(C)C(=O)CCC(F)(F)F)OCCCC[C@@H](C)O3)cc1	-30	0	-13	0.4
C[C@H]1CN([C@@H](C)CO)C(=O)c2cccc(NC(=O)Nc3ccccc3)c2O[C@H]1CN(C)S(=O)(=O)c1ccccc1	21	3	-16	-1.1
CN1c2ccc(-c3ccccc3)cc2[C@H]2[C@H](CCN2C(=O)NC2CCCCC2)[C@@H]1CO	nt	14	-75	18
C[C@@H]1CN([C@H](C)CO)S(=O)(=O)c2ccc(C#CC3(O)CCCC3)cc2O[C@@H]1CN(C)C(=O)Cc1ccccc1	-169	4	-22	0.3
COc1ccc(S(=O)(=O)Nc2ccc3c(c2)C(=O)N([C@@H](C)CO)C[C@@H](C)[C@H](CN(C)Cc2ccncc2)O3)cc1	nt	-2	0	-1.2
CO[C@@H]1CN(C)C(=O)c2ccc(NS(=O)(=O)c3ccc(C)cc3)cc2OC[C@H](C)N(Cc2nccs2)C[C@H]1C	-40	nt	-5	-0.6
C[C@H](CO)N1C[C@H](C)[C@@H](CN(C)C(=O)Nc2ccc(C(F)(F)F)cc2)Oc2ccc(N(C)C)cc2C1=O	nt	-4	-14	nt
CNC(=O)C[C@@H]1CC[C@@H]2[C@@H](COc3ccc(NC(=O)Cc4cccs4)cc3C(=O)N2C)O1	-40	-2	2	1.6
O=C(C[C@H]1C=C[C@@H](NC(=O)Nc2ccc3c(c2)OCO3)[C@@H](CO)O1)NCc1ccc(F)cc1	nt	-1	46	0.1
C[C@@H]1CN([C@@H](C)CO)S(=O)(=O)c2ccc(-c3cccnc3)cc2O[C@H]1CN(C)Cc1cncnc1	18	6	12	6.8

Later entries
SMILES	T cruzi growth	C diff growth	Pf Dd2 inh	KDM4C inh
O=C(O)C[C@H]1C[C@H]2c3cc(NC(=O)Nc4ccc(C(F)(F)F)cc4)ccc3O[C@H]2[C@@H](CO)O1	-31	-8	18	1.2
CCCNC(=O)NC[C@H]1[C@H](c2ccc(C3=CCCC3)cc2)[C@H](CO)N1C(C)=O	18	0	-2	2.0
N#Cc1ccc(-c2ccc(C3[C@H]4CNC[C@@H]3N4S(=O)(=O)c3ccccc3F)cc2)cc1 (some centres not stated)	nt	29	1	-1.4
Cc1ccc(S(=O)(=O)N(C)C[C@@H]2OCCCC[C@@H](C)Oc3ccc(N(C)C)cc3C(=O)N([C@@H](C)CO)C[C@H]2C)cc1	57	1	-74	0.5
CN(C)C(=O)c1cccc(-c2ccc([C@H]3[C@@H](CO)N4CCCCN(Cc5cccnc5)C[C@@H]34)cc2)c1	101*	3	-25	0.0
COCC#Cc1cnc2c(c1)C(=O)N([C@@H](C)CO)C[C@H](C)[C@H](CN(C)C(=O)C1CCCCC1)O2	nt	-4	-8	0.0
Cc1noc(C)c1S(=O)(=O)N(C)C[C@@H]1OCCCC[C@@H](C)Oc2ccc(NC(=O)Nc3ccc4c(c3)OCO4)cc2C(=O)N([C@@H](C)CO)C[C@@H]1C	58	16	-36	1.1
C[C@H]1CN([C@@H](C)CO)C(=O)c2cc(C#CC3(O)CCCC3)cnc2O[C@H]1CN(C)S(C)(=O)=O	-5	-2	32	0.6
C[C@H]1CN([C@@H](C)CO)S(=O)(=O)c2ccc(-c3ccncc3)cc2O[C@H]1CN(C)C(=O)Nc1ccc(C(F)(F)F)cc1	74	8	-7	-4.3
COc1ccccc1CN(C)C[C@@H]1OCc2cn(nn2)CCCC(=O)N([C@@H](C)CO)C[C@H]1C	-39	6	-3	0.1
O=C(C[C@@H]1C[C@@H]2c3cc(NC(=O)Nc4ccccc4)ccc3O[C@@H]2[C@H](CO)O1)NCc1ccncc1	52	nt	7	0.6
C[C@@H]1CN([C@@H](C)CO)C(=O)c2cc(NC(=O)Nc3ccc4c(c3)OCO4)ccc2O[C@H]1CN(C)C	-7	1	9	3.1
Cc1ccc(S(=O)(=O)N(C)C[C@@H]2Oc3c(NC(=O)NC(C)C)cccc3C(=O)N([C@@H](C)CO)C[C@@H]2C)cc1	-99	0	-13	3.3
COc1ccc(NC(=O)N(C)C[C@@H]2Oc3ncc(/C=C/c4ccccc4)cc3C(=O)N([C@H](C)CO)C[C@@H]2C)cc1	?	6	-57	1.9
C[C@H]1CN([C@@H](C)CO)C(=O)c2cc(NS(=O)(=O)c3ccc(F)cc3)ccc2O[C@H]1CN(C)S(=O)(=O)c1ccccc1	22	-11	-20	0.0
C[C@H]1CN([C@@H](C)CO)S(=O)(=O)c2ccc(C#CC3CC3)cc2O[C@H]1CN(C)Cc1ccccc1	58	7	-25	0.4
COc1cccc(S(=O)(=O)Nc2ccc3c(c2)[C@@H]2C[C@H](CC(=O)NC4CCCCC4)O[C@@H](CO)[C@@H]2O3)c1	-8	5	-31	-0.7
C[C@H](CO)N1C[C@H](C)[C@@H](CN(C)S(=O)(=O)c2ccccc2)Oc2ccc(NC(=O)NC3CCCCC3)cc2C1=O	nt	-4	-2	0.5
N#Cc1ccc(-c2ccc([C@H]3[C@H](CO)N4C(=O)CN(C(=O)C5CCCC5)C[C@@H]34)cc2)cc1	nt	3	-21	1.1
C[C@@H]1CCCCO[C@H](CN(C)C(=O)Nc2ccccc2)[C@H](C)CN([C@H](C)CO)C(=O)c2cc(NC(=O)c3ccncc3)ccc2O1	32	-11	-45	-1.8

Further structures:
SMILES	T cruzi growth	C diff growth	Pf Dd2 inh	KDM4C inh
C[C@@H]1CN([C@@H](C)CO)C(=O)CCCn2cc(nn2)CO[C@H]1CN(C)C(=O)Nc1ccc(-c2cccs2)cc1	17	nt	-21	-0.5
Cc1noc(C)c1S(=O)(=O)Nc1ccc2c(c1)CC(=O)N([C@@H](C)CO)C[C@@H](C)[C@H](CN(C)Cc1ccncc1)O2	-56	-1	5	-0.2
CN1CCN(C(=O)C[C@H]2CC[C@@H]3[C@@H](COc4ccc(NC(=O)c5cccs5)cc4C(=O)N3C)O2)CC1	-33	1	-19	1.3
C[C@H]1CN([C@@H](C)CO)C(=O)c2cc(C#Cc3cccc(F)c3)cnc2O[C@H]1CN(C)C(=O)c1ccccc1F	80	9	-82*	12
COc1ccc(NC(=O)Nc2ccc3c(c2)C(=O)N([C@H](C)CO)C[C@H](C)[C@@H](CN(C)Cc2ccc(C(F)(F)F)cc2)O3)cc1	79	3	5	0.7

Compounds as they come. Share with any hit: about 6.7%.
